Jurkat NFkB inh = inhibitors of the PMA/ionomycin-induced NF-kB reporter in Jurkat cells; PMA/ionomycin-induced NF-kB luciferase reporter, luminescence; inhibition, % at 4 µM; hit rate 0.53% among 330,000; AID 435003; in the data active means inhibition above about 50%
UPR XBP1 act = activators of adaptive arm of unfolded protein response (XBP1). CHO-XBP1 luciferase reporter, IRE1-XBP1 UPR activation, luminescence; percent of tunicamycin response, DMSO as zero. activation, % at 20 µM. hit rate 0.33% among 330,000. AID 463104;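 active means versus positive control, 20 µM dose yields 30% or more activation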;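 further: 100% = tunicamycin at 10 µg/mL and 0% = DMSO only wells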
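Material: CHO-XBP1 cells stably carrying IRE1-XBP1-driven luciferase reporter | Medium: F12 with 10% serum | Compound dosing: 20 µM single concentration, DMSO 1% | Incubation: Overnight seeding at 37 °C, 6 h compound treatment at 37 °C | Detection: Steady-Glo luminescence read | Read-out basis: % activation of reporter signal versus tunicamycin and DMSO controls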
CHOP UPR activ = activators of apoptotic arm of unfolded protein response (CHOP); CHO-CHOP luciferase reporter, UPR activation, luminescence; percent of tunicamycin response over DMSO baseline; activation, % at 10 µM; hit rate 0.34% among 330,000; AID 449763;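 active means at 10 µM dose, activation of 40% or more, normalized to positive control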;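 further: 100% = tunicamycin at 10 µg/mL and 0% = DMSO alone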
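measured by = luciferase luminescence | assay system = CHO-CHOP cells, stable luciferase reporter of PERK-eIF2a-CHOP signalling | amount = 500 reporter cells seeded per well | timing = 6 h compound exposure at 37 °C after overnight seeding | controls = positive tunicamycin 10 µg/mL, negative DMSO alone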
tim23-1 inh = tim23-1 yeast growth inhibition; inhibition, % at 20 µM; S. cerevisiae tim23-1 growth, BacTiter-Glo luminescence, 24 h; hit rate 1.3% among 330,000;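 active means growth inhibition of the mutant yeast at or above 50%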;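 further: temperature-sensitive mutant grown at 25 °C; plate controls were DMSO-treated mutant yeast for no effect and medium wells lacking yeast for full effect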
697 NFkB inh = lowers PMA/ionomycin-induced NF-kB signal in 697 B cells; 697 B-cell NF-kB luciferase reporter, 16 h; inhibition, % at 4 µM; hit rate 0.33% among 330,000; AID 435022; in the data active means inhibition above about 35%
Mdm2 MdmX PPI = disrupts the human Mdm2-MdmX interaction | hit rate 3% among 330,000 | SaOS-2 split-luciferase Mdm2/MdmX complementation, luminescence | inhibition, % at 8 µM | AID 485346;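 active means inhibition of at least 50% at 8 µM in the primary screen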
Target sequence (O15151 whole entry, looked up): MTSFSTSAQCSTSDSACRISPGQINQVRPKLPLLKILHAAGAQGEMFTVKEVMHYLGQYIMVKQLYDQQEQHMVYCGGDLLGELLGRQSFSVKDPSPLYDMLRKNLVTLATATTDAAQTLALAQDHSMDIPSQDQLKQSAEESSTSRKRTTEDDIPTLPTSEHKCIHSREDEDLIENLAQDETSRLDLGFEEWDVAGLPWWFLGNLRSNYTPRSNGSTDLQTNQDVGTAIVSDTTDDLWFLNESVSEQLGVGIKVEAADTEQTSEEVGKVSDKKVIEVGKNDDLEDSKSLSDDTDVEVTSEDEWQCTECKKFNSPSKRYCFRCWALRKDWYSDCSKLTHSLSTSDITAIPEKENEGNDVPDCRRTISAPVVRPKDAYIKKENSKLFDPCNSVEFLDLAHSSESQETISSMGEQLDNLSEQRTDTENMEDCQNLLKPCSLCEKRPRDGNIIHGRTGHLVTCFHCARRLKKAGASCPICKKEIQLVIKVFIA
Target sequence (Q00987 whole entry, looked up): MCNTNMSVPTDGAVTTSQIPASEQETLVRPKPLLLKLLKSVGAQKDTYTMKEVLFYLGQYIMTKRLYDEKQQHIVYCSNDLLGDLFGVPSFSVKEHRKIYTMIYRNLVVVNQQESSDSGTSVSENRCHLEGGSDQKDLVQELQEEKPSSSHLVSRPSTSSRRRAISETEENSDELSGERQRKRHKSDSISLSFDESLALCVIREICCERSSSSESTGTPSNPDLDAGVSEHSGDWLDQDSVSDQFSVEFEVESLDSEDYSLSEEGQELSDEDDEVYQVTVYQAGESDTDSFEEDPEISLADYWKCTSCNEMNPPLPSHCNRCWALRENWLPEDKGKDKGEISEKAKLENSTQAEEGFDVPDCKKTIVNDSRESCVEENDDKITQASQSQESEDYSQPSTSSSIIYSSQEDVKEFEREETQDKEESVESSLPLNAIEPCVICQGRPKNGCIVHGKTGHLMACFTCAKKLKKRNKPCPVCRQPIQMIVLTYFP
tim10-1 inh = tim10-1 yeast growth inhibition; hit rate 2.2% among 330,000; S. cerevisiae tim10-1 ts strain growth, BacTiter-Glo, 24 h; inhibition, % at 20 µM;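 active means inhibition of at least 40%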;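 further: mutant grown at 25 °C; 0% = DMSO wells with yeast and 100% = wells holding no yeast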
TIM10 inh = inhibits growth of TIM10 yeast strain | S. cerevisiae TIM10 strain growth, BacTiter-Glo luminescence, 24 h | AID 463195 | inhibition, % at 10 µM | hit rate 1.4% among 330,000;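 active means inhibition of 40% or more at the single tested concentration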;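 further: wild-type TIM10 isogenic control strain grown at permissive 25 °C; 0% = DMSO yeast wells and 100% = minimal medium wells without yeast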
Numbers without * were called inactive; . = not tested or not shown.

The line under a structure holds: Jurkat NFkB inh, UPR XBP1 act, CHOP UPR activ, tim23-1 inh, 697 NFkB inh, Mdm2 MdmX PPI, tim10-1 inh, TIM10 inh
1	COc1ccccc1N1CCN(C(=O)COc2ccc(Cl)cc2Br)CC1
→ 48, -1, -0.9, 13, 3, 57*, 10, 7
2	NNc1nc2ccccc2c(=O)n1Cc1ccccc1
→ -71, 0, 6.6, 17, -28, -23, 3, 7
3	CCC(C(=O)Nc1cccc(C(F)(F)F)c1)c1ccccc1 (stereo not drawn)
→ -12, -9, -2.6, 29, -2, -6, 39, 40*
4	CCC(=O)N1CCc2cc(Br)cc(S(=O)(=O)NCC3CCCO3)c21 (stereo not drawn)
→ 7, 0, 2.1, -2, -4, 9, 16, -13
5	COc1ccc(C(=O)c2ccc(-c3ccc(OC)cc3)nc2)cc1
→ -12, 2, -0.9, 3, -13, -16, 10, -4
6	CC(C)Cn1c(N)c(C(=O)CSc2nc3ncc(Cl)cc3[nH]2)c(=O)n(C)c1=O
→ 0, -6, -0.6, 2, -37, 22, -1, 0
7	O=C1C(=O)N(CCN2CCOCC2)C(c2ccccc2F)/C1=C(\O)c1ccc(S(=O)(=O)N2CCOCC2)cc1 (stereo not drawn)
→ 14, -2, 3.8, 2, 7, 19, -5, -17
8	CCc1ccc(C(=O)NC(=S)Nc2ccc(N3CCOCC3)cc2)cc1
→ -2, 1, -0.8, 15, -23, 10, 32, 16
9	CCOC(=O)N1CCN(CC(=O)c2ccc3c(c2)CCN3)CC1
→ -5, -2, -1.3, -2, -21, 7, 12, -19
10	COc1ccc(-c2nnc(N3CCCCC3)c3ccccc23)cc1
→ 2, -1, -1.4, 60*, -27, 22, 51*, 29
11	O=C1N=C(N2CCCCC2)S/C1=C/C1=Cc2ccccc2OC1
→ -9, -2, 4.9, 15, 8, 13, 22, 23
12	Cc1ccc(C)c2c(SC(C)C(=O)NCc3ccco3)nc(-c3ccccc3)nc12 (stereo not drawn)
→ 13, -3, -0.4, -6, 18, 17, -7, -2
13	COc1cc(C(=O)NNC(=O)c2ccc(NC(=O)C(C)(C)C)cc2)cc(OC)c1OC
→ -4, 0, 3.2, 1, -4, 18, 11, 3
14	COc1ccc(OC)c(CNC(=O)C2CCC(=O)N2C(C)C)c1 (stereo not drawn)
→ -23, -2, 1.4, 13, -3, 29, -7, 6
15	Cc1cccc(NC(=O)c2ccc3c(Cl)c4c(nc3c2)CCCC4)n1
→ -126, 1, -2.4, 3, -210, -15, 33, 0
16	Cc1ccc(NC(=O)C(=O)NCc2ccc(/C=N/NC(=O)c3c(C)nc4cc(C)ccn34)o2)cc1
→ -16, -1, 5.0, 14, -13, 17, 31, 7
17	CCOc1ccccc1C(=O)NCCCCCC(=O)O
→ -2, 0, -0.4, 3, 7, -9, 7, 9
18	Cc1cc(-n2c(SCC(=O)Nc3ccc(F)c(F)c3)nc3n[nH]c(C)c3c2=N)ccc1Cl
→ 23, 34*, 9.5, -7, -11, 94*, -3, -18
19	Cc1cccn2c(=O)c3cc(C(=O)NCCN4CCOCC4)c(=N)n(CCCN4CCOCC4)c3nc12
→ 5, -3, -0.6, -34, -7, -3, -14, -42
20	Cc1cccc(C)c1NC(=O)N1CCC(n2c(=O)[nH]c3ccccc32)CC1
→ 9, -1, 1.4, 7, 11, 13, 5, -11
21	CCOC(=O)CNC(=S)N(Cc1ccc(C)cc1)Cc1ccc(C)o1
→ 20, -1, 1.4, 25, -11, 26, 29, 8
22	CC(=O)CN1C(=O)NC2(CCCc3ccccc32)C1=O (stereo not drawn)
→ -6, -6, 2.4, -2, 17, 6, -12, 4
23	N#CCCN(C(=O)COC(=O)c1cc(=O)c2ccccc2o1)c1ccccc1
→ -10, 0, -2.0, -7, 6, 6, -11, -5
24	O=C(CCC(=O)c1ccc(F)cc1)NCc1ccccc1C(F)(F)F
→ 11, 0, 1.4, 14, 7, 13, 22, -3
25	CCOC(=O)Cc1cnc(NC(=O)NC(C(=O)OCC)(c2ccccc2)C(F)(F)F)s1 (stereo not drawn)
→ 3, 5, 3.3, 1, 13, 14, -14, 1
26	Cc1ccc(OCCC(=O)Nc2ccc(F)c(F)c2)cc1
→ 14, -1, 0.7, 14, 5, 21, 9, -3
27	CN(CC(=O)Nc1cccc(F)c1)C(=O)Cn1c(=O)cnc2ccccc21
→ 5, 2, 0.9, -12, 24, 4, -3, 1
28	CCOC(=O)C1=C(C)Nc2nnnn2C1c1cccnc1 (stereo not drawn)
→ 5, -3, 1.6, 14, 12, 10, 11, 4
29	COc1ccc(CNC(=O)N2CCN(c3ccccc3)CC2)cc1
→ 15, -1, -1.8, -4, 7, -6, -40, 2
30	Cc1cc(C)c(Cn2c3ccccc3c3cnn(CC(=O)NCCN4CCOCC4)c(=O)c32)c(C)c1
→ 23, -2, 0.6, 32, 5, 11, 30, 21
31	Cc1cc(C)c(S(=O)(=O)N2CCCOC2CNC(=O)C(=O)NCc2cccnc2)c(C)c1 (stereo not drawn)
→ 10, -4, -2.5, 5, -2, 15, 10, 1
32	O=C(Cc1ccccc1)N/N=C/c1cccs1
→ -17, -3, 1.1, 6, -2, 2, -1, -4
33	O=C(Nc1ncc(Cc2ccccc2Cl)s1)C1=NCCN1
→ -2, 1, 0.4, -15, -8, -2, 30, 11
34	CN(C)/N=C/c1ccc(P(c2ccc(/C=N/N(C)C)o2)c2ccc(/C=N/N(C)C)o2)o1
→ 12, -5, 0.0, 12, 10, -13, 36, 25
35	O=C(O)COc1ccccc1-c1nc(-c2ccccc2)c(-c2ccccc2)[nH]1
→ 11, -2, 1.5, 12, 26, 1, 31, 15
36	O=C(Nc1cccnc1)c1ccc(COc2ccccc2Br)o1
→ 35, 2, 1.1, 19, 19, 20, 28, 6
37	CCCCn1c(N)c(N(CC(C)C)C(=O)CCNC(=O)c2ccc([N+](=O)[O-])cc2)c(=O)[nH]c1=O
→ 7, 1, -0.4, 5, -9, 10, -5, -1
38	Cc1cc(N2CCN(c3nc(-c4ccc([N+](=O)[O-])cc4)cs3)CC2)c2ccccc2n1
→ 16, 68*, 8.8, 8, -1, 42, 13, 2
39	CC1(c2nnc(-c3ccccc3)o2)CC(c2ccc([N+](=O)[O-])cc2)=NO1 (stereo not drawn)
→ 15, 1, 0.4, 31, -2, 49, 21, -11
40	COC(=O)c1ccc(Oc2nc(NC(C)C)nc(NC(C)C)n2)cc1
→ 4, -1, -1.5, 23, 6, 22, 7, 6
41	CC(C)c1ccc(CN(C(=O)c2ccco2)C2CCS(=O)(=O)C2)cc1 (stereo not drawn)
→ 14, -1, -1.0, 12, 9, 5, 5, 12
42	CCN(C(=O)Cn1cnc2c1c(=O)n(C)c(=O)n2C)C1CCS(=O)(=O)C1 (stereo not drawn)
→ -11, -3, 1.6, 7, 17, -9, -7, 3
43	Cc1ccc(N2CC(C(=O)Nc3cc(C)on3)CC2=O)cc1 (stereo not drawn)
→ 2, -2, -2.1, 19, 11, -4, -2, -2
44	COc1ccc(Cc2n[nH]c(=S)n2C)cc1Br
→ 2, -4, 0.5, 3, 3, 9, 3, 4
45	O=C(CSc1ncccc1C(=O)O)Nc1ccc2c(c1)OCCO2
→ -14, -5, -1.2, 1, -14, 2, 4, -6
46	COc1cccc(OC)c1C(=O)NC(C)CCc1ccccc1 (stereo not drawn)
→ -1, -2, 0.1, 4, 21, 21, -2, 21
47	Cc1nn(-c2ccccc2)c(C)c1CN
→ 0, 0, 3.8, 9, 16, 10, 9, 12
48	NNC(=S)NCCc1ccccc1
→ -10, -2, 1.1, 11, 0, -14, 27, 5
49	CCOC(=O)c1cc(C)sc1NC(=S)Nc1ccccc1
→ -9, -2, -1.4, 0, -48, -13, 6, 24
50	CCN(CC)CCN1C(=O)C2C(C(=O)Nc3cccc(C)c3)C3C=CC2(O3)C1C(=O)NC1CCCC(C)C1C (stereo not drawn)
→ 4, -5, 1.7, 2, 15, 14, -9, 8
51	COCCn1c(C)cc(C(=O)CSc2nc3ccccc3c(=O)[nH]2)c1C
→ -67, 4, 1.9, -4, -172, -45, 7, -18
52	CCn1cc(S(=O)(=O)Nc2cc(C)ccc2F)cn1
→ 3, -7, -0.4, -4, 0, 17, -5, -4
53	COc1ccc(-n2c(=O)c3ccccc3n(CC(=O)Nc3cccc(OC)c3)c2=O)cc1
→ 3, -5, 1.2, -6, 17, -13, 14, -2
54	CCC(=O)N(Cc1cc2cc(OC)ccc2[nH]c1=O)c1ccc(C)cc1
→ 11, -4, 1.5, 20, -1, -4, 2, -4
55	CCC(=O)O/N=C(\N)c1ccc(Oc2cc(C)c(Cl)c(C)c2)c([N+](=O)[O-])c1
→ 53*, -1, -1.6, 22, -12, 31, 32, 32
56	O=c1c2sccc2nc(SCc2cc(=O)n3ccccc3n2)n1Cc1ccccn1
→ -55, 5, 1.8, 34, -15, -72, 13, 12
57	O=C(Nc1ccccc1O)c1ccc(Cl)cc1
→ -62, 2, 2.0, 7, 2, -11, -56, -2
58	O=C(O)CC/C(=N\NC(=O)c1ccccc1Br)c1ccccc1
→ 5, -1, -0.9, 4, -13, -8, 8, 3
59	C[C@H](CO)N1C[C@H](C)[C@@H](CN(C)C)Oc2c(NC(=O)c3ccncc3)cccc2C1=O
→ 5, 1, 1.9, 10, 12, -18, 4, -3
60	Clc1ccccc1OCc1nc(-c2ccccn2)no1
→ -101, -4, 0.3, 5, -204, -142, -3, 15

Other entries:
The line under a structure holds: Jurkat NFkB inh, UPR XBP1 act, CHOP UPR activ, tim23-1 inh, 697 NFkB inh, Mdm2 MdmX PPI, tim10-1 inh, TIM10 inh
61	O=C(CN(C(=O)CNS(=O)(=O)c1ccc(F)cc1)c1ccc(F)cc1)NCc1ccco1
→ -3, 0, -1.1, 6, 8, 10, 6, -8
62	CN(C)/C=C1\C(=O)N(c2ccc(F)cc2F)C(c2cccnc2)S1(=O)=O (stereo not drawn)
→ -7, -2, 0.6, 2, -16, -7, -1, -7
63	Cc1ccc(C)c(N2CCN(C(=O)CCc3nc(-c4cccc(F)c4)no3)CC2)c1
→ ., 2, 2.2, 43, -8, -1, 22, 4
64	CC1CCC(NC(=O)Cn2c(=O)[nH]c3ccsc3c2=O)CC1 (stereo not drawn)
→ -48, 1, 2.6, 9, -62, -16, 20, 11
65	COc1cccc(-c2nc(-c3ccncc3)no2)c1
→ -109, -4, 4.1, -24, -154, -40, -49, -7
66	O=C(COc1cccc2cccnc12)N/N=C/c1cccn1-c1ccc(F)cc1
→ -10, -3, 0.5, 34, 17, 28, 20, -5
67	O=C(Nc1cccc(N=Cc2cc(Cl)cc(Br)c2O)c1)c1ccco1
→ -1, -4, -1.3, 78*, 16, 21, 20, 12
68	CCOC(=O)N1CCN(S(=O)(=O)N2CCCC(C(=O)NCCc3ccc(Cl)cc3)C2)CC1 (stereo not drawn)
→ 10, -3, 0.5, 16, -8, 8, 24, -1
69	COC(=O)c1nn(-c2ccccc2)c(=O)cc1Oc1ccc(Cl)cc1
→ 3, 2, 0.4, 27, 19, -1, 31, 27
70	CCC1C(=O)N(c2nc(C)cc(C)n2)N=C1C (stereo not drawn)
→ 5, -2, -0.2, -2, 11, 5, 6, -7
71	O=C(NCC(=O)N1CCCCCCC1)c1ccccc1Cl
→ -17, -1, 2.1, -2, 11, 11, 2, -13
72	CCN(c1ccccc1)S(=O)(=O)c1cc(NC(=O)C2CC2)ccc1Cl
→ -5, -3, -0.1, 28, 0, 11, 6, 20
73	CC(=O)Nc1sc2c(c1-c1nc3ccccc3s1)CCN(C(C)C)C2
→ 84*, -6, 1.2, 54*, -34, 100*, 35, 66*
74	Cc1ccc(S(=O)(=O)NCCC(=O)N2CCN(S(=O)(=O)c3cccc(F)c3)CC2)cc1C
→ 5, -2, 2.3, -9, -12, 16, -14, 5
75	O=C(CCS(=O)(=O)c1ccccc1)Nc1nc2cc3c(cc2s1)OCCO3
→ 2, -3, 4.8, 24, -37, 57*, 26, 10
76	C/C(=N\NC(=O)CSc1nnc(C)s1)c1ccc(Cl)cc1
→ -2, 2, -0.5, 15, 15, 3, 15, 5

Screening results as filed in PubChem.
